SIRT5 inh: blocks human SIRT5 desuccinylation of peptide | Q9NXA8 | Purified SirT5, succinyl-peptide AMC, trypsin-coupled fluorescence | inhibition, % at 15 µM | actives 1.1% (n = 330,000); in the data active means inhibition above about 15%; inconclusive means no clear call, values can overlap the other calls
Target sequence (Q9NXA8 whole entry, looked up): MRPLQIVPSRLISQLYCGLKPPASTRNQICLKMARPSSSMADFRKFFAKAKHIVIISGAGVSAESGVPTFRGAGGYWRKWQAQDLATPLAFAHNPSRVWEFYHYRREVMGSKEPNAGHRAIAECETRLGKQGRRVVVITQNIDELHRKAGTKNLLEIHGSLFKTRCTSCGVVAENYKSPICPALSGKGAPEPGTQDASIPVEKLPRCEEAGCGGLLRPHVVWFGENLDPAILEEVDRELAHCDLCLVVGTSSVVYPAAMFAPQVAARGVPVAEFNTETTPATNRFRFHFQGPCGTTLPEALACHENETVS
miR-122 sensor: blocks miR-122 activity in Huh7 sensor cells. Huh7 miR-122 Renilla luciferase sensor, 48 h; neutral wells = 0, positive control = 100. activation (reporter increase), % at 12.5 µM. actives 0.3% (n = 340,000);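 active means mean replicate activation score at least 90 and every replicate individually at or above 90; inconclusive means only one of the two criteria met; inactive means neither criterion met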;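 further: higher luciferase means less miR-122 activity so hits act as miR-122 inhibitors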
Cneo AK release: causes C. neoformans cell lysis. lysis activity, % at 15 µM. actives 0.2% (n = 360,000). adenylate kinase release luminescence, 4 h; normalised: neutral wells 0, clomiphene wells 100;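 active means mean lysis activity across replicates of at least 80%, whatever share of replicates individually reach that level; inactive means mean lysis activity below 80%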
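Test system: log-phase Cryptococcus neoformans yeast cells; Quantity: yeast cell density of 5 × 10^6 cells/mL; Buffer or medium: YPD; Doses: single compound concentration per well; Timing: 4 h at 37 °C static, read 1 h later; Measured by: AK luminescence; Read-out basis: lysis from increased AK signal; Control set: Clomiphene as positive control.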
ERp5 block: blocks human ERp5 reductase activity on insulin; ERp5 insulin aggregation, absorbance 650 nm, 90 min; inhibition, % at 9.99 µM; actives 0.05% (n = 350,000); Q15084;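 active means mean replicate inhibition above about 25%, with every replicate also reaching it, limit read from the data, passing the limit was not always enough; inconclusive means only one of those two criteria met; inactive means neither criterion met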
Target sequence (Q15084 whole entry, looked up): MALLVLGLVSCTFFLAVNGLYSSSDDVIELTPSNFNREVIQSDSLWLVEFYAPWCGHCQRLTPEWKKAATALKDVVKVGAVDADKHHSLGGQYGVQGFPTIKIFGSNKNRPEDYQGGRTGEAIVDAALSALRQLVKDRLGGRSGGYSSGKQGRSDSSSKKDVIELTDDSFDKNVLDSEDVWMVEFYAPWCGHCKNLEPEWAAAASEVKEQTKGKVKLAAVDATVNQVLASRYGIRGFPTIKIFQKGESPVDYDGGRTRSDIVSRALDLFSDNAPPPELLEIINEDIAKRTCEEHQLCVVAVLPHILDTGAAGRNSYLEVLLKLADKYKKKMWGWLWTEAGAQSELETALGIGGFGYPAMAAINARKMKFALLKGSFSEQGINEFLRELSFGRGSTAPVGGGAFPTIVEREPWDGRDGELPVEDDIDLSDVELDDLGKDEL
esBAF inh: SWI/SNF esBAF complex inhibition; mouse ES cells, Bmi1-luciferase knock-in reporter, 24 h; 100% = twice the neutral-well signal; reporter increase, % at 12.5 µM; actives 2% (n = 350,000); AID 602393; in the data active means activation above about 40%; inconclusive means no clear call, values can overlap the other calls;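 further: 0% = median of the plate's neutral control wells and 100% = double that signal; a rise in the Bmi1 reporter signal indicates esBAF inhibition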
ARNT TACC3 PPI: ARNT/TACC3 interaction disruption. AID 623870. inhibition, % at 9.99 µM. AlphaScreen His-ARNT PAS-B/GST-TACC3 binding, luminescence; TACC3 fragment carries E629A point mutation. actives 0.66% (n = 390,000);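 active means mean inhibition of replicates at least 50% and at least half of replicates each reaching 50%; inconclusive means half or more replicates reach 50% but mean below 50%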;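 further: 0% = complete ARNT plus TACC3 wells and 100% = ARNT alone without TACC3; many hits fall short of the cut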
Statin myotox sup: suppressors of simvastatin-induced myotoxicity in C2C12 myotubes; AID 602340; ATP luminescence, 48 h; scaled: DMSO 0, geranylgeraniol control 100; actives 0.78% (n = 330,000); rescue of ATP level, % at 7.49 µM;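 active means mean ATP rescue above about 67%, or every replicate alone reaching that limit, limit read from the data, passing the limit was not always enough; inconclusive means no clear call, values can overlap the other calls; inactive means mean under the limit and some replicate under it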;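 further: myotubes were challenged with 10 µM simvastatin during compound exposure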
The depositor's hits bear a star; ? = inconclusive; · = not tested or not shown; [ ] = another dose, or the depositor's remark.

1) Cc1ccc2c(c1)C(c1ccccc1)=NCC(=O)N2C
2) O=[N+]([O-])c1c(Cl)c(Cl)c(Cl)c(Cl)c1Cl
3) O=c1[nH]c(O)c(C=Nc2ccccc2Sc2ccccc2)c(=O)[nH]1
4) CN(C)C(=O)Oc1ccc2c(c1)O/C(=C\c1ccc(Cl)cc1)C2=O
5) CC1CN=C(Nc2ccc(F)cc2)S1 (stereo not given)
6) CC(=O)N1CC(=O)Nc2ccc(Br)cc2C1c1ccc(F)cc1 (stereo not given)
7) CC(=O)Nc1ccccc1OP1(=O)COc2ccccc2OC1
8) O=C(Cc1ccc(Cl)cc1)NCCN1CCN(C(=O)Cc2ccc(Cl)cc2)CC1

entry no.	1	2	3	4	5	6	7	8
SIRT5 inh	-3	1	8	-2	0	-1	3	-4
miR-122 sensor	·	6	·	-19	-6	-1	4	-2
Cneo AK release	·	-3	·	0	1	0	·	14
ERp5 block	2	14	-2	-4	-4	-1	10	-1
esBAF inh	·	-2	·	?	6	6	1	19
ARNT TACC3 PPI	-3	4	-8	-1	0	26	3	-23
Statin myotox sup	·	14	·	2	4	-8	10	25

The last 2 entries of the section above open the next one.
7) CC(=O)Nc1ccccc1OP1(=O)COc2ccccc2OC1
8) O=C(Cc1ccc(Cl)cc1)NCCN1CCN(C(=O)Cc2ccc(Cl)cc2)CC1
9) COC(=O)[C@H]1[C@H](CO)[C@H]2Cn3c(cccc3=O)[C@@H]1N2C(=O)C1CCC1
10) Cc1nnc2ccc(N3CCN(C)CC3)nn12
11) c1ccc2[nH]c(CCN3CCCCC3)nc2c1
12) COC(=O)C1=C(c2cccc(C#N)c2)C[C@@H]2CC[C@H]1N2C(=O)NCc1cc(C)oc1C(F)(F)F
13) COC(=O)C1=C(c2cccc(OCc3ccccc3)c2)C[C@@H]2CC[C@H]1N2C(=O)NCCOc1ccccc1
14) CS(=O)(=O)c1ccc(C2=C(CNC(=O)c3ccncc3)[C@H]3CC[C@@H](C2)N3CCOc2ccccc2)cc1
15) COCCNC(=O)c1c(N)n(Cc2ccco2)c2nc3ccccc3nc12
16) CN1CC2([N+](=O)[O-])CC=C(Cl)C([N+](=O)[O-])(C1)C2 (stereo not given)

entry no.	7	8	9	10	11	12	13	14	15	16
SIRT5 inh	3	-4	8	·	·	·	·	0	·	-2
miR-122 sensor	4	-2	0[16.7 µM]	-2	4	·	-3	0	-2	1
Cneo AK release	·	14	1	·	0	-1	1	3	-1	-1
ERp5 block	10	-1	3	·	6	3	-1	1	·	-4
esBAF inh	1	19	5	3	13	-5	4	-1	-13	-3
ARNT TACC3 PPI	3	-23	3	0	·	1	5	·	-26	-9
Statin myotox sup	10	25	22	-6	-1	12	-10	17	3	8

17) COc1ccccc1-n1c(/C=C/c2ccc(O)cc2)nc2ccccc2c1=O
18) CC(C)c1ccc(NC(=O)N2C[C@H]3C[C@@H](C2)c2cccc(=O)n2C3)cc1
19) COC(=O)CC1=C(C(=O)OC)C2(C(=O)Nc3c(C)cccc32)C(C#N)=C(N)O1 (stereo not given)
20) CCN1CCN(Cc2ccc(OC(F)(F)F)cc2)CC1
21) COC(=O)C(O)(c1ccc(NC(=O)NC2CCCCC2)cc1)C(F)(F)F (stereo not given)
22) CC12CCC(O)CC1CCC1C2CCC2(C)C(C(=O)CO)CCC12 (stereo not given)
23) CCCC(C)n1[nH]c(=O)c2c1NC(=O)CSC2c1ccc(OC)cc1 (stereo not given)
24) COc1ccc(OC)c(NP(=O)(Oc2ccccc2)Oc2ccccc2)c1

entry no.	17	18	19	20	21	22	23	24
SIRT5 inh	-2	·	·	·	0	0	·	-6
miR-122 sensor	-3	-3	-3	9	-3	-4	-3	25
Cneo AK release	2	1	-2	0	-2	1	0	0
ERp5 block	1	-2	·	·	-9	-1	·	-2
esBAF inh	1	0	-8	1	30	6	1	-8
ARNT TACC3 PPI	10	7	-4	-1	-11	·	-1	-2
Statin myotox sup	-1	1	1	-16	3	3	10	37

25) CCN1C(=O)N(CC)C(=O)C2(Cc3ccccc3N3CCN(c4ccccc4)CC32)C1=O (stereo not given)
26) COC(=O)COc1cc(C)cc2oc(=O)c3c(c12)CCCC3
27) O=C1c2ccccc2-n2nncc2C2c3cc(Br)ccc3CCN12 (stereo not given)
28) CC1SC2(CN3CCC2CC3)NC1=O (stereo not given)
29) CCCCN1C(=O)NC(=O)C2(Cc3c(nc4ccccn4c3=O)N3CCc4ccccc4C32)C1=O (stereo not given)
30) CC(C)c1ccc(N2C(=O)NC(=O)/C(=C\c3cnc(-c4ccccc4)nc3)C2=O)cc1
31) COC(=O)C1=C(c2ccc(F)cc2F)C[C@@H]2CC[C@H]1N2C(=O)NCCOc1ccccc1
32) CCCCN1C(=O)C(C2c3ccccc3C(=O)N2Cc2ccccc2)C(=O)NC1=S (stereo not given)

entry no.	25	26	27	28	29	30	31	32
SIRT5 inh	2	0	-5	·	·	·	·	·
miR-122 sensor	-2	·	7	-1	20	-10	·	0
Cneo AK release	15	·	-1	1	0	1	-6	-4
ERp5 block	2	5	2	·	·	·	3	·
esBAF inh	·	·	26	-1	-6	6	-3	-5
ARNT TACC3 PPI	·	-7	·	-5	-12	5	-1	-2
Statin myotox sup	·	·	1	-5	6	1	-4	-2

33) COC(=O)C(O)(c1ccc(N(C)C(=O)c2ccc(Cl)c(Cl)c2)cc1)C(F)(F)F (stereo not given)
34) O=C1N(c2cccc(Cl)c2)C(c2cccnc2)N2CCCN12 (stereo not given)
35) O=C(CN1CCOCC1)c1ccc(Br)cc1
36) Cc1ccccc1-n1c(-c2ccc([N+](=O)[O-])cc2)nc2ccccc2c1=O
37) COc1cc2c(cc1OC)-c1c(OC)c(OC)cc3c1[C@H](C2)[N+](C)(C)CC3
38) CCCCNC(=O)Nc1ccc(C(O)(C(=O)OCC)C(F)(F)F)cc1 (stereo not given)
39) CC(NC(=O)N1CC1(C)C)c1ccccc1 (stereo not given)
40) COCCCn1c(N)c(C(=O)OCCOC)c2nc3ccccc3nc21

entry no.	33	34	35	36	37	38	39	40
SIRT5 inh	·	1	0	1	·	·	·	·
miR-122 sensor	1	·	6	·	-5	2	-2	-2
Cneo AK release	-2	·	1	·	1	-4	-1	11
ERp5 block	·	-1	2	-2	-3	·	-4	·
esBAF inh	·	·	-1	·	-8	2	-9	3
ARNT TACC3 PPI	-9	-4	-3	2	-14	-1	-16	4
Statin myotox sup	·	·	5	·	-15	-10	-20	-1

41) CCOP(=O)(OCC)C(NC(=O)c1ccc(Cl)cc1)=C(Cl)Cl
42) Cc1ccc(-n2c(O)c(C=NCCN3CCNCC3)c(=O)[nH]c2=S)cc1
43) CCN(CC)C(=O)c1ccc(NC(=O)c2c(C)noc2C)cc1
44) CCOC(=O)CC1=C(C(=O)OCC)C2(C(=O)Nc3ccccc32)C(C#N)=C(N)O1 (stereo not given)
45) COC(C)(C)CCCC(C)C/C=C/C(C)=C/C(=O)OC(C)C (stereo not given)
46) CCCN(CCC)C1CCc2cccc(O)c2C1 (stereo not given)
47) CCCOc1ccccc1OCC(=O)N1CCN(CC(=O)N2CCOCC2)CC1
48) O=Cc1cn(Cc2cccc([N+](=O)[O-])c2)c2ccccc12

entry no.	41	42	43	44	45	46	47	48
SIRT5 inh	·	3	1	·	·	3	·	7
miR-122 sensor	-3	·	1	1	5	2	-8	·
Cneo AK release	·	3	-1	-2	3	-2	-1	·
ERp5 block	·	-2	-2	·	-3	5	2	-11
esBAF inh	0	-5	-2	-5	6	-2	-10	·
ARNT TACC3 PPI	-3	-23	31	1	·	-4	·	-20
Statin myotox sup	5	-8	-1	-12	-10	7	6	·

49) c1ccc(C(OCCN2CCNCC2)c2ccccc2)cc1
50) COc1ccc(-n2c(O)c(C(C)=NCc3ccc4c(c3)OCO4)c(=O)[nH]c2=O)cc1
51) CC(C)CNP(=S)(c1ccccc1)C(C)(C)C (stereo not given)
52) O=C1NC(=O)N(c2ccc3c(c2)OCO3)C(=O)/C1=C/c1ccsc1
53) COCC(=O)N1Cc2ccccc2-n2nncc2C1
54) COC(=O)N(c1ccc(OC)cc1)P1(=S)OCCC(C)O1 (stereo not given)
55) CN1/C(=C\C=C2C(=O)NC(=O)NC2=O)C(C)(C)c2ccccc21
56) CC(C)(Cl)[N+](=O)[O-]

entry no.	49	50	51	52	53	54	55	56
SIRT5 inh	·	1	-1	-1	-4	·	1	·
miR-122 sensor	7	·	65	-2	-4	-2	·	0
Cneo AK release	-5	·	0	·	4	-1	·	3
ERp5 block	·	-1	-1	0	4	·	-2	1
esBAF inh	2	·	-5	-8	-1	-7	·	-8
ARNT TACC3 PPI	9	12	4	21	-3	0	-1	·
Statin myotox sup	4	·	-9	0	4	0	·	6

Part of the list above, with values under each structure.
Every second line gives: SIRT5 inh, miR-122 sensor, Cneo AK release, ERp5 block, esBAF inh, ARNT TACC3 PPI, Statin myotox sup
20) CCN1CCN(Cc2ccc(OC(F)(F)F)cc2)CC1
  ·, 9, 0, ·, 1, -1, -16
21) COC(=O)C(O)(c1ccc(NC(=O)NC2CCCCC2)cc1)C(F)(F)F (stereo not given)
  0, -3, -2, -9, 30, -11, 3

Other compounds.
57) Cn1cc(CCC(=O)N2CCC3(CC2)OCCO3)c2ccccc21
58) COc1ccc(O)c(C(C)(C)C)c1
59) COc1ccc(C#Cc2ccc([C@H]3[C@@H](CO)N4CCCCN(C(=O)Cc5cccnc5)C[C@@H]34)cc2)cc1
60) CCOCN(C(=O)CCl)c1c(C)cccc1CC
61) CCOP(=O)(C#CC(C)(C)C)C(C)(O)c1ccccc1 (stereo not given)
62) Cn1c(O)c(C=NCCN2CCN(C(=O)Nc3ccccc3)CC2)c(=O)n(C)c1=O
63) O=C(Nc1ccc(Cl)cc1C(=O)c1ccccc1Cl)c1ccco1
64) CCOC(=O)[C@@]12C(=O)C(=O)N[C@]1(c1ccccc1)C1OCCCC12 (stereo not given in full)

entry no.	57	58	59	60	61	62	63	64
SIRT5 inh	·	-2	6	0	·	1	·	-2
miR-122 sensor	-3	4	-6[16.7 µM]	-12	-5	-2	0	·
Cneo AK release	1	0	-1	-1	-1	-1	-2	·
ERp5 block	·	6	0	-3	·	0	·	3
esBAF inh	-5	-1	·	2	-13	·	-11	·
ARNT TACC3 PPI	-8	0	15	-2	-10	·	-14	-12
Statin myotox sup	112*	5	·	3	-7	·	-6	·

65) O=C(Nc1ccccc1F)OC1CN2CCC1CC2 (stereo not given)
66) COc1ccc(CCNC(=O)c2c(N)n(CCN3CCOCC3)c3nc4ccccc4nc23)cc1OC
67) NC(=O)CN1C2CCC1CC(NC(=O)C1CC1)C2 (stereo not given)
68) CS(=O)(=O)N1CCN(C(=N)N[N+](=O)[O-])CC1
69) Cc1cc(NC(=O)C(Cl)(Cl)Cl)no1
70) O=C(c1cccnc1)N1Cc2ccccc2-n2nncc2C1
71) C[C@]12CCC3[C@@H](CC[C@@H]4C[C@H](O)CC[C@]34C)[C@@H]1CCC2=O (stereo not given in full)
72) C=CCn1c(O)c(C(C)=NCCO)c(=O)[nH]c1=O
73) C[C@]12CCC3C(CC[C@@H]4CC(=O)CC[C@]34C)C1CC[C@@H]2O (stereo not given in full)
74) COc1ccc(C#Cc2ccc([C@@H]3[C@@H](CO)N4CCCCN(C(=O)Cc5ccncc5)C[C@H]34)cc2)cc1
75) C[N+](C)(C)Cc1ccccc1

entry no.	65	66	67	68	69	70	71	72	73	74	75
SIRT5 inh	1	·	·	4	1	·	-1	·	0	-1	-2
miR-122 sensor	1	-6	-3	-12	·	-1	2	-5	2	29[16.7 µM]	3
Cneo AK release	-2	0	6	·	·	·	1	0	1	49	0
ERp5 block	0	·	·	1	4	1	-7	·	1	0	-6
esBAF inh	·	1	0	7	·	-2	1	-3	-7	·	0
ARNT TACC3 PPI	1	-13	-5	5	-7	·	-1	-7	-1	9	-1
Statin myotox sup	·	-2	-1	-7	·	9	-1	9	-4	·	-3

High-throughput results from PubChem BioAssay.

Not all compounds are listed; rates above refer to the full screens.
